inhibitors of VEEV = inhibitors of VEEV TC-83 cytopathic effect, confirmation, Vero cells (AID 588727); Vero cells, VEEV TC-83 cytopathic effect inhibition; higher % means a stronger effect; inhibition, % at 20 µM, or IC50 in µM where a hit was titrated; hit rate 0.13% among 350,000; in the data active = a potency from the dose series; inconclusive = inhibition mostly from about 14% at the one dose, without a potency; inactive = the rest, 99 in 100 with inhibition below about 12%; also: strong numbers were not always called active
H1N1 NS1A inhibition = NS1A inhibition, H1N1 influenza, cell based functional assay (AID 504329). NS1A functional cell-based assay, percent inhibition; higher % means a stronger effect. inhibition, % at 12.5 µM, or IC50 in µM where a hit was titrated. hit rate 0.3% among 340,000; in the data active = a potency from the dose series; inconclusive = inhibition above about 27% without an active follow-up result; also: strong numbers were not always called active
PhoP GFP inhibition = PhoP regulon inhibitors, Salmonella typhi PhoP promoter GFP reporter, confirmatory (AID 1850); inhibition, % at 50 µM, or IC50 in µM where a hit was titrated; Salmonella Typhi PhoP-promoter GFP reporter, fluorescence, 4 h; higher % means a stronger effect; hit rate 0.33% among 310,000; in the data active = a potency from the dose series; inconclusive = inhibition mostly from about 25% at the one dose, without a potency; inactive = the rest, 99 in 100 with inhibition below about 19%;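 also: 0% = induced wells with vehicle and 100% = uninduced wells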
M. tuberculosis = growth inhibition of non-replicating M. tuberculosis (AID 488890) | hit rate 0.39% among 320,000 | one-dose inhibition, % at 25 µM; IC50 in µM for titrated hits | Mycobacterium tuberculosis non-replicating, growth inhibition; higher % means a stronger effect; in the data active = a potency from the dose series; inconclusive = inhibition mostly from about 82% at the one dose, without a potency; inactive = the rest, 99 in 100 with inhibition below about 76%;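 also: plate controls were DMSO cells for no effect and high antibiotic wells for full effect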
M. tuberculosis HTS = M. tuberculosis growth inhibition, HTS (AID 449762) | M. tuberculosis H37Rv growth inhibition, 7H9 media; higher % means a stronger effect | inhibition, % at 25 µM, or IC50 in µM where a hit was titrated | hit rate 0.59% among 330,000; in the data active = a potency from the dose series; inconclusive = inhibition above about 70% without an active follow-up result;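 also: bacterial growth assessed after seven days of incubation; strong numbers were not always called active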
inhibitors of VEEV 10K pilot screen = second read-out of inhibitors of VEEV, no call of its own (marks repeat the call); inhibition, %; measured here: 10K pilot screen inhibition
Active calls of the source: *; i = inactive; ? = inconclusive; . = no result given.

SMILES	inhibitors of VEEV	H1N1 NS1A inhibition	PhoP GFP inhibition	M. tuberculosis	M. tuberculosis HTS	others
O=C(CN1C(=O)C2CCCCC2C1=O)Nc1cc(C(F)(F)F)ccc1N1CCCC1 (configuration not stated)	1.4%	-2.1%	-4.8%	-13.9%	-4.1%
CCOc1ccccc1NC(=O)COC(=O)Cc1cccs1	0.9%	16.4%	-11.4%	2.0%	-14.2%
CC1CN(C(=O)COc2ccc3ccccc3c2Br)CC(C)O1 (configuration not stated)	3.5%	28.3%	-6.2%	.	2.1%
CCNC(=S)N1CCN(c2ccccn2)CC1	i	-6.5%	-6.8%	-4.6%	-1.4%
Cc1cc(NS(=O)(=O)c2ccc(NC(=O)NC3CCCCC3)cc2)no1	0.1%	21.8%	-0.6%	15.9%	3.3%
CCCNC(=S)Nc1cccc(C(F)(F)F)c1	i	1.7%	-8.7%	80.0%	9.4%
CCOC(=O)C1Nc2ccccc2C2C(O)C(O)CC12 (configuration not stated)	0.8%	-7.5%	-16.5%	-15.8%	28.5%
CCO/C=N/c1c(C#N)c2c(c(=S)n1C)COC(C)(C)C2	0.3%	-0.7%	-14.1%	-7.4%	-11.8%	inhibitors of VEEV 10K pilot screen=1.1
OCC(O)C(O)C(O)C(O)C1NCCS1 (configuration not stated)	i	5.4%	7.5%	-3.2%	-4.4%
Cn1c(=O)c2c(nc(CN3CCN(C(c4ccccc4)c4ccccc4)CC3)n2CC(N)=O)n(C)c1=O	2.8%	-1.5%	-12.0%	11.3%	-5.1%
COc1nnc(-c2ccc(N3CCCCC3)c(NC(=O)COc3ccccc3)c2)c2ccccc12	2.3%	-9.9%	.	.	.
Cc1ccnc(SCc2cc(=O)c(OC(=O)c3cccs3)co2)n1	0.4%	0.2%	1.0%	48.0%	-3.3%
Cc1ccc(/C=N\NC(=O)C2CC(=O)N(c3ccccc3)C2)o1 (configuration not stated)	0.1%	.	3.1%	-6.2%	-1.6%
COc1ccc(C)c2sc(=NC(=O)c3cccc(N4C(=O)CCC4=O)c3)n(C)c12	1.7%	0.7%	8.1%	-13.2%	-3.3%
CCn1c(CC(=O)Nc2ccccc2)nnc1SCC(=O)Nc1nncs1	0.6%	3.7%	5.5%	-6.0%	8.1%
O=C(N=C1c2ccccc2CN1c1ccccc1)c1cccc([N+](=O)[O-])c1	0.1%	0.0%	-6.8%	-7.6%	-5.8%
Cc1cccc(NC(=O)Cn2c(C)c(C#N)c3ccccc32)c1C	0.7%	-13.3%	0.8%	-11.4%	-3.0%
Cc1cc(C)n2nc(C(=O)OCC(=O)NCc3ccccc3)nc2n1	2.6%	-3.0%	.	-1.7%	-0.6%
COc1ccc(OC)c(-c2csc(NC(=O)Cc3ccc(F)cc3)n2)c1	10.9%	4.8%	-8.8%	32.4%	?
CCCN(CCC)CCCNC(=S)Nc1ccc2nc(N3CCN(CC)CC3)cc(C)c2c1	0.7%	14.9%	8.5%	21.4%	-5.9%

The closing two compounds of the part before come first, to join the parts:
SMILES	inhibitors of VEEV	H1N1 NS1A inhibition	PhoP GFP inhibition	M. tuberculosis	M. tuberculosis HTS	others
COc1ccc(OC)c(-c2csc(NC(=O)Cc3ccc(F)cc3)n2)c1	10.9%	4.8%	-8.8%	32.4%	?
CCCN(CCC)CCCNC(=S)Nc1ccc2nc(N3CCN(CC)CC3)cc(C)c2c1	0.7%	14.9%	8.5%	21.4%	-5.9%
CC(=O)c1cccc(NC(=O)Cc2coc3cc4c(cc23)CCC4)c1	2.0%	3.4%	-3.6%	46.4%	5.5%
O=C(O)C1CCCN1S(=O)(=O)c1cccc2nsnc12 (configuration not stated)	2.4%	6.4%	-5.6%	-10.2%	-9.3%
N#Cc1c(NC(=O)CSc2nnc(-c3ccncc3)n2CC2CCCO2)sc2c1CCCC2 (configuration not stated)	3.8%	-6.6%	4.3%	25.7%	6.3%
CC(C)=CC(=O)OCC(=O)Nc1cc(C)ccc1C	i	1.8%	-0.2%	29.9%	8.0%
COc1ccc(C(=O)Nc2ccnn2C2CCN(Cc3cccnc3)CC2)cc1	2.4%	-7.2%	6.6%	2.0%	-1.1%
NS(=O)(=O)c1ccc(C(=O)O)cc1	1.2%	1.0%	9.1%	-7.6%	-5.3%
O=C1c2ccccc2C(=O)N1Cc1cccnc1	0.1%	-11.2%	6.5%	-9.7%	-6.8%
CCN(C=C1CC2C3CC=C4CC(O)CCC4(C)C3CCC2(C)C1=O)CC (configuration not stated)	0.8%	4.7%	.	.	.
CCn1ncc(Br)c1C(=O)Nc1cc(C)ccc1F	1.1%	-5.8%	10.2%	18.1%	6.6%
CC(C)CCNC(=O)[C@H](CSCc1ccccc1)N1Cc2ccccc2C1=O	7.8%	-1.7%	-2.5%	.	-8.8%
Cc1nc2ccc(S(=O)(=O)NCC(=O)NCc3ccc4c(c3)OCO4)cc2s1	0.4%	-3.0%	3.4%	-1.5%	7.0%
O=C(c1cc2cc(Br)ccc2[nH]1)N1CCC2(CC1)OCCO2	2.5%	11.3%	4.2%	-36.6%	-3.1%
O=C(CC1C(=O)NCCN1Cc1ccccn1)NCCc1ccccc1F (configuration not stated)	i	-3.4%	2.2%	11.4%	0.1%
COc1cc(C2/C(=C(/O)c3ccccc3)C(=O)C(=O)N2c2ccccn2)ccc1O (configuration not stated)	6.7%	.	5.0%	-10.7%	-0.4%
CCOc1cccc(OCC)c2c(C)[n+](CC3CCCO3)c(C)c1-2 (configuration not stated)	2.6%	11.4%	-9.9%	19.2%	5.5%
O=c1c2ccccc2[nH]c(=S)n1-c1ccc2c(c1)OCCO2	11.1%	5.1%	6.6%	-5.6%	7.3%
CC(=O)Oc1cccc(N2C(=O)C3C4C=CC(C4)C3C2=O)c1 (configuration not stated)	2.4%	-0.6%	-8.1%	3.8%	-22.7%
O=Cc1ccccc1-c1cn(CN2C(=O)c3ccccc3C2=O)nn1	i	-4.2%	-14.9%	9.5%	9.7%
Cc1ccc(C(=O)N(c2ccccn2)C(C)c2ccco2)cc1 (configuration not stated)	3.9%	6.6%	-13.6%	-1.6%	-7.4%
CC(C)N1CC23C=CC(O2)C(C(=O)OCc2ccccc2)C3C1=O (configuration not stated)	i	-12.2%	-10.8%	3.8%	0.7%
Fc1ccc(-n2c(-c3ccc4c(c3)OCO4)n[nH]c2=S)cc1Cl	1.0%	-0.4%	-4.8%	-29.4%	-3.2%
COc1cccc(CNC(=O)c2cc(S(=O)(=O)N3CCOCC3)cn2C)c1	0.2%	-1.5%	-11.2%	-14.3%	-5.9%
CCOC(=O)C1(CCOc2ccccc2)CCN(Cc2cc(OC)c(O)cc2Cl)CC1	i	3.7%	5.4%	39.8%	7.6%
O=C(COC(=O)C1CCCCC1)Nc1ccc(N2CCCCC2)cc1	i	34.6µM*	-9.3%	48.5%	15.8%
Cn1nc(C(=O)Nc2cccc(Cl)c2)cc1C(=O)Nc1cccc(Cl)c1	1.6%	-1.5%	0.1%	10.9%	2.8%
Cc1ccc(S(=O)(=O)NCCNC(=O)C2CCCNC2=O)cc1 (configuration not stated)	2.4%	-2.4%	9.5%	-13.2%	-4.0%
COc1ccc(/C=C2/Sc3ccc(C(=O)N4CCOCC4)cc3NC2=O)cc1OC	3.8%	1.3%	4.5%	-2.0%	-5.9%
Cc1ccc(-c2nc(-c3ccc(Cl)cc3)sc2CC(=O)O)c(C)c1	3.4%	-1.7%	-2.2%	17.6%	-1.8%
CC(=O)C1CCC2C3CC(O)C4CC(O)CCC4(C)C3CCC12C (configuration not stated)	0.4%	3.6%	.	.	.
O=C(/C=C/c1ccc(F)cc1)N1CCN(Cc2ccccc2)CC1	0.5%	.	-4.3%	4.0%	-5.3%
Cc1ccccc1/C(N)=N/OC(=O)c1ccc(F)cc1	10.6%	-4.7%	-10.0%	66.7%	-5.7%
C/C(=N\NC(=S)NCc1ccccc1)c1ccccc1F	i	6.7%	0.4%	?	-2.9%
CS(=O)(=O)N(CC(=O)NCCSC1CCCCC1)c1ccc2c(c1)OCO2	i	-25.4%	9.7%	15.3%	-13.2%
O=C(NCN1C(=O)C2C3C=CC(C3)C2C1=O)OC1CCCCC1 (configuration not stated)	i	-4.1%	-3.0%	4.3%	-8.2%
COc1ccccc1C1CC(=O)Oc2cc(C)cc(C)c21 (configuration not stated)	1.0%	-0.7%	.	.	.
O=C(Nc1ccccc1)c1ncoc1-c1ccc(Cl)cc1	5.9%	-5.9%	-1.8%	-12.6%	-6.0%
O=[N+]([O-])c1cccc2ncccc12	0.6%	-9.7%	-3.5%	-0.3%	7.9%
COc1ccc(S(=O)(=O)N2CCNC(=O)CC2)cc1	2.4%	-9.9%	-25.8%	-14.0%	-5.2%
OCCC1CN(Cc2cnc(-c3ccc(Cl)cc3)nc2)CCN1C1CCCC1 (configuration not stated)	0.4%	18.4%	21.5%	6.2%	4.2%
COc1ccc2cc(C3C(C#N)=C(N)OC(C)=C3C(C)=O)c(Cl)nc2c1 (configuration not stated)	2.0%	9.0%	-6.6%	10.6%	10.1%

6 structures out of the list, ordered by length of the SMILES, high to low.
SMILES	inhibitors of VEEV	H1N1 NS1A inhibition	PhoP GFP inhibition	M. tuberculosis	M. tuberculosis HTS	others
COc1nnc(-c2ccc(N3CCCCC3)c(NC(=O)COc3ccccc3)c2)c2ccccc12	2.3%	-9.9%	.	.	.
CC(C)CCNC(=O)[C@H](CSCc1ccccc1)N1Cc2ccccc2C1=O	7.8%	-1.7%	-2.5%	.	-8.8%
Cc1cc(NS(=O)(=O)c2ccc(NC(=O)NC3CCCCC3)cc2)no1	0.1%	21.8%	-0.6%	15.9%	3.3%
O=c1c2ccccc2[nH]c(=S)n1-c1ccc2c(c1)OCCO2	11.1%	5.1%	6.6%	-5.6%	7.3%
O=C(COC(=O)C1CCCCC1)Nc1ccc(N2CCCCC2)cc1	i	34.6µM*	-9.3%	48.5%	15.8%
CCOC(=O)C1Nc2ccccc2C2C(O)C(O)CC12 (configuration not stated)	0.8%	-7.5%	-16.5%	-15.8%	28.5%

The listing picks up, starting 2 compounds before the break.
SMILES	inhibitors of VEEV	H1N1 NS1A inhibition	PhoP GFP inhibition	M. tuberculosis	M. tuberculosis HTS	others
OCCC1CN(Cc2cnc(-c3ccc(Cl)cc3)nc2)CCN1C1CCCC1 (configuration not stated)	0.4%	18.4%	21.5%	6.2%	4.2%
COc1ccc2cc(C3C(C#N)=C(N)OC(C)=C3C(C)=O)c(Cl)nc2c1 (configuration not stated)	2.0%	9.0%	-6.6%	10.6%	10.1%
CCc1sc(C(=O)Nc2ncccc2C)cc1C	1.1%	6.8%	10.7%	3.3%	6.5%
CC(=O)NNc1ncnc2c1cnn2-c1ccc(C)cc1	0.1%	-4.3%	-3.4%	0.0%	-5.6%
C=C(C)CN(CC)C(=O)CC1C(=O)NCCN1CC(C)(C)C (configuration not stated)	1.1%	2.8%	10.9%	0.9%	3.3%
O=C1c2cccnc2-c2ncccc21	i	11.8%	9.2%	-13.9%	-4.0%
CC(C(=O)Nc1ccc2c(c1)OCO2)c1ccc([N+](=O)[O-])cc1 (configuration not stated)	0.8%	-3.3%	0.7%	28.6%	2.3%
Cc1cc(NC(=O)CCC(=O)N(c2cccc(F)c2)C(C(=O)NC2CCCC2)c2ccccc2)no1 (configuration not stated)	i	5.5%	5.3%	-13.1%	8.2%
Cc1cccc(NC(=O)Nc2ccc3c(c2)OCO3)n1	0.3%	10.6%	-2.7%	21.7%	-2.6%
Cc1cccc(NC(=S)N2CCC(C(=O)c3ccc(F)cc3)CC2)c1C	1.1%	-9.2%	-3.3%	21.1%	6.3%
Cc1ccc(S(=O)(=O)n2nc(OC(=O)c3ccco3)cc2N)cc1	2.3%	6.7%	3.3%	4.4%	1.8%
CCCCn1c(=O)c(CCC(=O)OCC(=O)Nc2cc(Cl)ccc2OC)nc2ccccc21	0.9%	7.1%	-0.5%	.	-2.9%
CC(=O)OCCN1C(=O)c2cccnc2C1=O	0.8%	0.1%	6.8%	-22.4%	-9.9%
CCOC(=O)N/N=C\c1ccc(C)s1	0.6%	5.2%	-4.4%	.	1.9%
CC(C)C(NS(=O)(=O)c1ccc2c(c1)oc(=O)n2C)C(=O)N1CCN(C2CCCCC2)CC1 (configuration not stated)	i	-1.9%	-1.1%	.	2.8%
COC(=O)NCN1C(=O)C2C3C=CC(C3)C2C1=O (configuration not stated)	i	-4.2%	1.1%	4.2%	0.0%
CN(C(=O)c1ccc(=O)[nH]c1)C1(C(=O)NC2CCCCC2)CCCCC1	i	4.2%	-2.5%	7.3%	-5.7%
O=C(O)/C=C/C(=O)Nc1cccc2c1-c1ccccc1C2=O	i	-1.6%	.	.	.
NC(=O)c1sc2nc(-c3ccco3)ccc2c1N	7.8%	6.4%	1.9%	19.3%	5.0%
COc1cc(/C=C/C(=O)NC(C)C)ccc1OCc1ccccc1	1.5%	-7.5%	-7.2%	8.9%	4.4%

Screening data (PubChem)
